Pol iota inh: DNA polymerase iota (human) inhibition; Q9UNA4; Pol iota fluorescent replication assay, 10 min; Potency, µM (highest dose often 115 µM), inactives show at the highest dose activity, negative = inhibition, hits mostly inhibitors; 390,000 tested, 1% active; AID 588590; also: potency is read from the fitted curve at half-maximal effect
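Pol iota at 10 nM preincubated 15 min with compounds at room temperature; reaction started with fluorescent substrate, 50 nM final. Fluorescence read kinetically at 0 and 10 min; buffer-only wells as negative control.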
LDHA inh: LDHA (human) enzyme inhibition | P00338 | purified LDHA, NADH/diaphorase-resazurin fluorescence; active compounds read low | activity change, % (values are at about 110 or 230 µM) | 480,000 tested, 0.15% active | AID 1347041; in the data active = activity change below about -30%; inconclusive = mostly about -25% to -30%;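 also: plate controls were DMSO wells for no effect and wells without enzyme for full effect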
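Resorufin fluorescence (ex540/em590), read at 0 and 20 min after diaphorase/resazurin addition, reports the NADH left after a 5 min room-temperature reaction of 2 nM human LDH5 with 0.06 mM NADH and 0.2 mM pyruvate.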
BLM helicase inh: Bloom syndrome helicase (human) inhibition; AID 2528; 350,000 tested, 0.2% active; recombinant BLM DNA unwinding, fluorescence dequenching; P54132; Potency, µM (series often up to 56.1 µM), inactives show at the top dose activity change, negative = inhibition, hits mostly inhibitors;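 also: potency is read from the fitted curve at half-maximal effect; plate controls were vehicle for no effect and no enzyme for full effect; nearly all actives have a fitted effect of over 35% in size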
POLH inh: DNA polymerase eta (human) inhibition; Q9Y253; recombinant Pol eta, fluorescent DNA replication assay; Potency, µM (titrated, usually from 114 µM), inactives show at the highest dose activity change, negative = inhibition, usual class: inhibitors; 390,000 tested, 1.2% active; AID 588591; also: potency is read from the fitted curve at half-maximal effect; % is scaled to controls: 0 for no effect and ±100 for the full control effect
Target sequence (Q9Y253 whole entry, looked up): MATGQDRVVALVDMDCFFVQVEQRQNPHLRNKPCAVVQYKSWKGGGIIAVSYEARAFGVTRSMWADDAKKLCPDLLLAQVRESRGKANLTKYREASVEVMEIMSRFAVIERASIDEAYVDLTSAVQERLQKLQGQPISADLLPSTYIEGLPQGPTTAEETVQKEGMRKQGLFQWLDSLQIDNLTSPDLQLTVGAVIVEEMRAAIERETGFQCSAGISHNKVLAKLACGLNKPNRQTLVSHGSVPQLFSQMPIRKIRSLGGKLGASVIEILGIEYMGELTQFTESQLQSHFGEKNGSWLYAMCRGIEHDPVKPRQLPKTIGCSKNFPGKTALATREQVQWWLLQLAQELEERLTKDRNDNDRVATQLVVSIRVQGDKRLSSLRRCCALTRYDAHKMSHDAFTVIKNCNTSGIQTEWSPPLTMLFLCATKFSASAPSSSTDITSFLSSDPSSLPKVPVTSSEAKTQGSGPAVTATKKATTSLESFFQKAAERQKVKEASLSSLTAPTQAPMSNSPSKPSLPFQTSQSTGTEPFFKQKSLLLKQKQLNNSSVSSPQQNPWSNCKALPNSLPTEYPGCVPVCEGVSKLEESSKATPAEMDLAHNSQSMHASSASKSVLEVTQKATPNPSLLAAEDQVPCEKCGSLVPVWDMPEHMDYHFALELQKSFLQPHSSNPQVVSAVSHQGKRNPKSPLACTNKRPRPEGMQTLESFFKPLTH
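Pol eta at 10 nM preincubated with compounds 15 min at room temperature; reaction started with fluorescent substrate (50 nM final) and read kinetically at 0 and 10 min.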
APE1 inh: APE1 (human) endonuclease inhibition; P27695; recombinant APE1, TAMRA/BHQ-2 abasic DNA cleavage fluorescence; Potency, µM (titrated, usually from 65.8 µM), without a hit: top-dose activity change, negative = inhibition, actives largely listed as inhibitors; 350,000 tested, 0.35% active; AID 2517;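 also: potency is read from the fitted curve at half-maximal effect; plate controls were vehicle for no effect and reference inhibitor for full effect; nearly all actives have a fitted effect of over 55% in size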
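Endonuclease cleavage of a quenched abasic-site DNA duplex (50 nM) by APE1 (0.75 nM) was tracked by TAMRA dequenching. Compounds were preincubated with enzyme 15 min at room temperature; data normalized to buffer-only and DMSO wells plus NSC13755 control.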
Pol kappa inh: blocks human DNA polymerase kappa activity; Q9UBT6; purified Pol kappa, fluorescent DNA synthesis assay, 10 min; Potency, µM (top dose mostly 107 µM), without a hit: top-dose activity, negative = inhibition, actives largely listed as inhibitors; 400,000 tested, 0.53% active; AID 588579; also: potency is read from the fitted curve at half-maximal effect; % is scaled to controls: 0 for no effect and ±100 for the full control effect
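Fluorescent qHTS in 1536-well format: enzyme (10 nM) and compound sat 15 min at room temperature before 50 nM substrate (final) was added. Signal taken at 0 and 10 min; no-enzyme buffer wells were negative controls.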
Anesthetic bind: binds horse apoferritin like a general anesthetic; P02791; apoferritin/1-aminoanthracene competitive binding, fluorescence; Potency, µM (top dose mostly 77.5 µM), for the others: top-dose activity change, negative = displacement, actives largely listed as inhibitors; 350,000 tested, 0.074% active; AID 485281; also: potency is read from the fitted curve at half-maximal effect; % is scaled to controls: 0 for no effect and ±100 for the full control effect; nearly all actives have a fitted effect of over 20% in size
Target sequence (P02791 2-175 limits assumed): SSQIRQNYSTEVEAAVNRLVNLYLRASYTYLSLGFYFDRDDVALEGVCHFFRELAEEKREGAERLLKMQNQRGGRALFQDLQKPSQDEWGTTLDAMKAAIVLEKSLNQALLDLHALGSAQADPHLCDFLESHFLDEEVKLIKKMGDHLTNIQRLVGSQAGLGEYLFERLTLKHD
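Steps: apoferritin (10 uM) was premixed with half-saturated 1-AMA in PBS, compounds were pin-transferred, plates stood 10 min at room temperature, fluorescence was read at 380/535 nm, and curves were fitted with a Hill equation.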
GRP78 ERSR act: inducers of ER stress response in human glioma cells; U87-MG GRP78 promoter luciferase reporter, 16 h; Potency, µM, inactives show at the highest dose activation, actives largely listed as activators; 420,000 tested, 0.02% active; AID 602332; also: potency is read from the fitted curve at half-maximal effect; series mostly up to about 76 µM; % of control where 0% means no effect; nearly all actives have a fitted effect of over 35% in size
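ERSR induction read as luciferase luminescence (Bright-Glo, 10 min at room temperature) in stably transfected human U87-MG glioma cells exposed to compounds for 16 h, using GRP78 as sensor.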
POLB inh: DNA polymerase beta (human) inhibition. 340,000 tested, 1.3% active. Pol beta primer extension/strand displacement, fluorescence kinetic. P06746. Potency, µM (highest dose often 114 µM), for inactives: at the highest dose activity change, negative = inhibition, most hits filed as inhibitors. AID 485314; also: potency is read from the fitted curve at half-maximal effect; % is scaled to controls: 0 for no effect and ±100 for the full control effect
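Reaction started by 50 nM substrate onto compound-treated Pol beta (10 nM, 15 min preincubation, room temperature); plates read at 0 min and 10 min. Normalized concentration-effect data fitted by four-parameter Hill equation.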
The depositor's hits bear a star; ? = inconclusive; / = not tested or not shown; & = joins results of further samples; [ ] = remark or other dose. Unless noted, calls follow the shape of the dose curve; as a rule, active = well fitted curve in the direction sought with a large enough effect; inconclusive = small, poorly fitted or top-dose-only effect, or another doubt; inactive = no such curve, though single readings can be large; an effect the other way counts as inactive or inconclusive. Some of the compounds tested, so the mix of outcomes need not match the whole.

SMILES | Pol iota inh | LDHA inh | BLM helicase inh | POLH inh | APE1 inh | Pol kappa inh | Anesthetic bind | GRP78 ERSR act | POLB inh
CCN(CC)c1ccc(CN(C(=O)c2ccco2)C2CCS(=O)(=O)C2)cc1 (stereo unspecified) | 16% | -3 | -3% | 5% | 2% | -6% | -14% | -4% | 31%
CC(C)Nc1nc(NC(C)C)nc(Oc2ccc(OCc3ccccc3)nn2)n1 | 8% | -5 | -6% | ? | -10% | -7% | -8% | -6% | 0%
CCC(C)NC(=O)c1ccccc1NC(=O)C(C)N(c1ccccc1)S(C)(=O)=O (stereo unspecified) | -12% | 1 | -12% | -4% | -2% | 0% | 11% | -4% | 9%
CC1(C)Cc2nc(Cl)c(C#N)cc2CO1 | -22% | -10 | 0% | -9% | -1% | -4% | -7% | -4% | -26%
CC1CCC(C(C)C)C(OC(=O)Cn2c(-c3ccc(Br)cc3)[n+](C)c3ccccc32)C1 (stereo unspecified) | 45%&-4%[activator] | 6&-2 | -12%&-10% | 2%&-12% | 4%&5% | -20%&-10% | -17%&-24% | -4%&-10% | 19%&-16%
O=C(CN1CCN(Cc2ccccc2Cl)C1=O)NCc1ccco1 | 11% | -8 | 0% | -5% | -4% | 1% | -10% | -3% | -9%
CCCCN(CCCC)c1ncnc2nc[nH]c12 | -12% | -1 | -4% | -10% | -2% | -7% | -19% | -1% | -6%
C/C(CC(=O)N(C(C)C)C(C)C)=N\NC(=O)COc1ccc(Br)cc1Br | 76%[activator] | -5 | 1% | -18% | -11% | -1% | -1% | -8% | 21%
COC(=O)CCN(C(=O)c1cc([N+](=O)[O-])cc([N+](=O)[O-])c1)c1ccccn1 | 57%[activator] | 9 | -3% | -8% | -1% | -6% | -1% | 4% | 8%
CC1(C)Cc2nc(N)c(=O)sc2C1 | 33%[activator] | -7 | -1% | -3% | 2% | -6%[60.1 µM] | -14% | -5% | 15%

The list goes on, overlapping the part above by three compounds.
SMILES | Pol iota inh | LDHA inh | BLM helicase inh | POLH inh | APE1 inh | Pol kappa inh | Anesthetic bind | GRP78 ERSR act | POLB inh
C/C(CC(=O)N(C(C)C)C(C)C)=N\NC(=O)COc1ccc(Br)cc1Br | 76%[activator] | -5 | 1% | -18% | -11% | -1% | -1% | -8% | 21%
COC(=O)CCN(C(=O)c1cc([N+](=O)[O-])cc([N+](=O)[O-])c1)c1ccccn1 | 57%[activator] | 9 | -3% | -8% | -1% | -6% | -1% | 4% | 8%
CC1(C)Cc2nc(N)c(=O)sc2C1 | 33%[activator] | -7 | -1% | -3% | 2% | -6%[60.1 µM] | -14% | -5% | 15%
Cc1ccc(Nc2nnc(-c3ccc(C)c(S(N)(=O)=O)c3)c3ccccc23)cc1 | -14% | -11 | -11% | -7% | / | -18%[60.1 µM] | 69%[activator] | 6% | 1%
O=C(CCCOc1ccc(Cl)cc1)N1CCCCC1 | ? | -7 | 1% | 6% | 10% | 5% | -14% | 1% | 25%
O=C(O)c1ccccc1/C=N/N1CCN(C2c3ccccc3-c3ccccc32)CC1 | 4% | -8 | -1% | 1% | 7% | -6% | -8% | -1% | -4%
Cc1ccc(C2(C)NC(=O)N(CC(=O)N3CC(=O)Nc4ccccc43)C2=O)cc1 (stereo unspecified) | 13% | -5 | / | -17% | -13% | 3% | / | -6% | /
C=CCN1CC(=O)N2C(C)c3[nH]c4ccccc4c3C[C@H]2C1=O (stereo partly specified) | -14% | -6 | -1% | -14% | -7% | -4% | 7% | -2% | 18%
CCC1CCCCN1C(=O)COc1ccccc1NC(C)=O (stereo unspecified) | 65%[activator] | -10 | -4% | 1% | ? | -3% | -7% | -2% | -24%
COc1ccccc1NS(=O)(=O)c1ccc(NC(=O)c2[nH]nc(OC)c2[N+](=O)[O-])cc1 | 15% | 0 | 2% | -18% | 34%[activator] | -4% | -11% | -3% | 21%
COc1ccc(CCNC(=O)Cn2c(C)c3cnn(-c4ccccc4)c(=O)c3c2C)cc1OC | 42%[activator] | 1 | 0% | -12% | / | 3% | -12% | -2% | 16%
COc1ccc(NC(=O)CSc2nc(-c3ccc(OC)cc3)[nH]c2-c2ccc(OC)cc2)cc1 | 13% | -10 | -8% | 4% | / | -23% | -6% | 0% | -21%
O=C(N/N=C/c1ccc(O)cc1O)NC12CC3CC(CC(C3)C1)C2 | 13% | -6 | -2% | -1% | 30% | -13% | -17% | 3% | -22%
COc1ccc(CCNC(=O)c2cc(-c3ccc(C)cc3)nc3n[nH]c(-c4ccc(F)cc4)c23)cc1OC | -9% | 4 | -5% | -11% | / | -14%[60.1 µM] | -10% | -4% | 7%
CC(=O)Nc1ccc(/C=C/c2ccc3c([N+](=O)[O-])cccc3n2)cc1 | 48%[activator] | -3 | -2% | -5% | 0% | 0% | -7% | 3% | -17%
O=[N+]([O-])c1ccc2nc(NS(=O)(=O)c3ccccc3[N+](=O)[O-])sc2c1 | -10% | -12 | -6% | -5% | -14% | -10% | -1% | 10% | 42%
O=C(c1cccc2ccccc12)N1CCN(c2ccc([N+](=O)[O-])c(N3CCOCC3)c2)CC1 | 161%[activator] | 3 | -2% | -25% | -1% | -8% | -13% | -2% | -2%
O=C1CC(NC(=O)C(F)(F)F)c2cc3c(cc21)OCO3 (stereo unspecified) | 8% | -3 | -1% | -10% | -2% | 3% | 3% | -5% | 6%
CN(C)S(=O)(=O)c1ccc(NC(=O)CSc2nnnn2C)cc1 | -7% | -3 | 1% | -12% | ? | -18% | -5% | -4% | 25%
COc1cccc(CN2CCNC(=O)C2CC(=O)N(C)CCc2ccccn2)c1OC (stereo unspecified) | / | / | -2% | / | -3% | / | -3% | / | 5%
CC1=C(C(=O)Nc2cccnc2)C(c2ccc(F)cc2)n2nc(-c3cccc(C)c3)nc2N1 (stereo unspecified) | -1% | -6 | -4% | -5% | / | 0% | 3% | 1% | 0%
Cc1ccccc1Cn1cc(NC(=O)CCCn2nc([N+](=O)[O-])cc2C)cn1 | 12% | -5 | -3% | -8% | 0% | -5% | -12% | -2% | -9%
CCOC(=O)C1CCN(C(=O)C23CC4CC(CC(C4)C2)C3)CC1 | 3% | 3 | 0% | 7% | -2% | -17% | -14% | -2% | -9%
CCOc1ccc(NC(=O)C2CCCN(C)C2)cc1 (stereo unspecified) | -3% | -4 | 0% | -15% | 14% | 2% | 12% | -2% | 6%
O=C(NCc1cccc(Cl)c1)c1ccc2c(c1)OCCO2 | 80%[activator] | -4 | -3% | -20% | -12% | -15% | ? | 2% | -3%
COc1ccccc1/C=C/c1nc(C#N)c(NCC(C)C)o1 | 13% | 0&8 | -14% | / | / | 2% | 431%[activator] | / | 27%
COc1ccc(/C=C/C(=O)N2CC(C)OC(C)C2)cc1OC (stereo unspecified) | -11% | -8 | 1% | 3% | -11% | -10% | 4% | 1% | 42%
CN(C)CCOC(=O)CCCCCCCCC(=O)OCCN(C)C | 32%[activator] | 3&-5 | 2% | -2% | 1% | -19% | -7% | 0% | 2%
Cc1[nH]c2ccc(C(=O)OC(C)C(=O)N(C)c3ccccc3)cc2c1C (stereo unspecified) | -14% | 1 | / | -25% | 3% | -2% | / | 0% | /
Cc1ccc(OCc2ccc(-c3nc(C#N)c(N4CCN(c5cccc(Cl)c5)CC4)o3)o2)cc1 | 26% | -8 | -2% | -11% | / | -19% | 44%[activator] | 0% | 8%
Cc1cc(C)n(-c2ccc(NC(=O)C3CCCCN3C(=O)c3ccoc3)cc2)n1 (stereo unspecified) | 14% | -12 | 0% | 0% | -1% | -7% | -7% | -2% | 10%
CN(CC(=O)Nc1ccc(Cl)c(C(F)(F)F)c1)C(=O)c1cccc2cccnc12 | 30%[activator] | -2 | / | -20% | 4% | -1% | / | -1% | /
O=C(CN1C(=O)C2C3C=CC(C3)C2C1=O)OCC(=O)c1ccc(Br)cc1 (stereo unspecified) | -21% | -3 | -2% | 6% | -3% | 0% | ? | 5% | 1%
COc1ccc(NC(=S)NN2CCN(C)CC2)cc1 | -9% | -2 | 1% | -7% | 1% | 11% | -3% | 6% | 5%
C[n+]1cccc(O)c1SCc1ccccc1 | ? | 28 | / | -5% | 3% | -6% | / | -3% | /
CCOC(=O)c1c(C)[nH]c(C)c1S(=O)(=O)NCc1cc(C)ccc1C | 77%[activator] | -3 | -5% | -21% | 0% | -16% | -1% | -2% | 1%
O=C(c1cnn2c(C(F)(F)F)cc(-c3cccs3)nc12)N1CCOCC1 | 0% | -2 | -1% | -18% | 10% | -4% | 132%[activator] | 0% | 20%
O=S1(=O)CCOC[C@H](Cc2ccccc2)N1Cc1ccc(Cl)cc1 | -4% | -5 | / | -18% | / | -18% | / | -1% | /
COC(=O)C1=C(C)NC(C)=C(C(=O)OC(C)C)[C@H]1c1cccc2nonc12 | / | / | -8%[21.4 µM] | / | / | -4%[19.4 µM] | 5%[29.3 µM] | -3% | /
COc1ccc(N(Cc2cc3cccc(C)c3[nH]c2=O)S(=O)(=O)c2ccc(Cl)cc2)cc1 | -2% | -5 | -5% | -4% | 29% | -6% | -11% | -3% | 17%
O=C(Cc1cccs1)Nc1ccccc1C(=O)O | -5% | -8 | -4% | 5% | 1% | -8% | 7% | 4% | 24%
N#Cc1cccc(-c2nc3cnc(N4CCOCC4)nc3n(Cc3ccc(F)cc3)c2=O)c1 | / | / | -3% | / | -2% | 1%[60.1 µM] | / | -3% | /
O=[N+]([O-])c1ccc(Oc2cc(NC3CCCCCCC3)c([N+](=O)[O-])cc2[N+](=O)[O-])cc1 | ? | 0 | -7% | 3% | 31% | -17% | -18% | -6% | ?
Cc1ccc(NC(=O)c2cccc(Oc3ccc([N+](=O)[O-])cc3)c2)c(C(=O)O)c1 | -2% | 3 | -4% | -1% | 13% | -3% | -5% | 0% | 1%
O=C(c1ccc(Br)s1)N1CCN(C/C=C/c2ccccc2)CC1 | 7% | -2 | -13% | 0% | 19% | -2% | -7% | -3% | 8%
CCc1cccc2sc(NC(=O)C3CC3)nc12 | 1% | -7 | -4% | -3% | 10% | -9% | -12% | 7% | 29%
